# aDG glyco up: increases alpha dystroglycan glycosylation | Pro5-aDG cells, alpha-DG glycosylation AlphaScreen (IIH6); 0% Pro5, 100% B10-LARGE cell signal | activation, % at 10 µM | 360,000 compounds, 0.22% hits | AID 624168;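 active = activation of at least 8% versus controls, or a plate z-score of at least 8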;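 note: Pro5 are CHO cells carrying HIG-tagged alpha-DG that lacks glycosylation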
# CaV13 ICDI inh: Primary screen for inhibitors of IQ motif and Ca2+-dependent inactivation inhibitor domain binding in CACNA1D, Förster resonance energy transfer in living cells, … | HEK cells, CFP/YFP FRET ICDI-IQ, plate reader, 10 min; percent FRET-ratio fall versus neutral wells | inhibition, % at 12.3 µM | 340,000 compounds, 0.098% hits | AID 743397;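 active = mean replicate inhibition of at least 30% and at least 1% of replicates passing that level; inconclusive = only one of the two criteria is met; inactive = neither criterion is met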;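 note: 0% = median of the neutral control wells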
# PDI turbidity: blocks human protein disulfide isomerase activity; P07237; PDI insulin aggregation turbidity, A650, 90 min; AID 588391; 350,000 compounds, 0.052% hits; inhibition, % at 10 µM;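 active = mean inhibition across replicates of 30% or more, whatever share of single replicates reach that level; inconclusive = mean inhibition below 30% while every single replicate reaches 30%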;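 note: absorbance from insulin aggregation driven by PDI reduction with DTT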
# Target sequence (P07237 whole entry, looked up): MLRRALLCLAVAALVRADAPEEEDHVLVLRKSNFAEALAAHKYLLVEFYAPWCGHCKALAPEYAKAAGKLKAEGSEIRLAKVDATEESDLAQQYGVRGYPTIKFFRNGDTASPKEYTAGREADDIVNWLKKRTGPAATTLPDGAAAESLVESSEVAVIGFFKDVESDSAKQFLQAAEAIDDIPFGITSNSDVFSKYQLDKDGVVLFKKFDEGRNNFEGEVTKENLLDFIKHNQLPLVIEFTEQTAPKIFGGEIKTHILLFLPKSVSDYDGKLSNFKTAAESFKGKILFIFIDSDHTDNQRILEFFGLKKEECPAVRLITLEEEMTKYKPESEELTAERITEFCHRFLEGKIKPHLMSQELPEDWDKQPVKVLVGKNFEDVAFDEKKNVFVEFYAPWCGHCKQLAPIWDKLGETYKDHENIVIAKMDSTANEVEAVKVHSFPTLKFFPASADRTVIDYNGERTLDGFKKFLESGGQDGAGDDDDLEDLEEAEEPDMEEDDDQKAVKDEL
# m5-HT2A agonist: mouse HTR2A agonism via beta-arrestin recruitment; P35363; CHO-K1 mHTR2A beta-arrestin complementation, luminescence; percent of 30 µM serotonin response; activation, % at 7.6 µM; 360,000 compounds, 0.66% hits; AID 624169;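 active = activation above a run cutoff, the mean activation of all tested compounds plus 3 SD, cut at about 14% in these data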;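 note: 0% = plate median of compound wells and 100% = 30 µM serotonin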
# Target sequence (P35363 whole entry, looked up): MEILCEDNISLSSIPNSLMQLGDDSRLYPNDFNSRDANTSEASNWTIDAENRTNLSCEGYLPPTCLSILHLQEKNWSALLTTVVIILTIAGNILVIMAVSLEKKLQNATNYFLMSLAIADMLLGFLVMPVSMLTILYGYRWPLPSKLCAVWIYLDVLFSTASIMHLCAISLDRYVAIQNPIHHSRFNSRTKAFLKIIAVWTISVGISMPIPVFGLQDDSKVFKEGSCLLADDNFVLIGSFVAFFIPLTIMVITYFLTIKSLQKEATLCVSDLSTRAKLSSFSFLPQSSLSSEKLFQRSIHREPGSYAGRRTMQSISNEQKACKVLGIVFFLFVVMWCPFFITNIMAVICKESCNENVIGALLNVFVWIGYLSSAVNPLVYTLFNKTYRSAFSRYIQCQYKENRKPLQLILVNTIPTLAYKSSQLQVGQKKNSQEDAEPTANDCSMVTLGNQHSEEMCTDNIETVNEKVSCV
# Granule exo inh: lytic granule exocytosis inhibition; TALL-104 LAMP-1 surface exposure, flow cytometry; cells stimulated with thapsigargin and PMA; inhibition, % at 10 µM; 360,000 compounds, 0.66% hits; AID 651702;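 active = inhibition above about 55%, limit read from the data; inconclusive = no clear call, values can overlap the other calls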
# ABCB6 inh 2: human ABCB6 transporter inhibition. K562-ABCB6 porphyrin accumulation, flow cytometry, 1 h; active compounds read low. Q9NP58. 360,000 compounds, 0.19% hits. fluorescence ratio to DMSO, % at 10 µM;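 active = fluorescence ratio to DMSO below 75%, the collection mean minus 3 SD; inconclusive = too few cells collected in the well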;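 note: signal is porphyrin accumulated inside mitochondria; 100% equals median channel fluorescence of DMSO control wells; lower ratio means ABCB6 inhibition with less porphyrin fluorescence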
# Vif inh: inhibitors of HIV Vif; HEK293T cells, Vif self-association by quenched fluorescence, imaging, 24 h; inhibition, % at 7.49 µM; AID 602346; 340,000 compounds, 0.35% hits; in the data active = inhibition above about 50%, passing the limit was not always enough; inconclusive = no clear call, values can overlap the other calls; inactive = below about 31%; note: some results filed as inactive read as strong as hits
# N-glyco inh: N-linked glycosylation inhibition; D54 ERlucT glycosylation luciferase reporter, 24 h; percent of 100 nM tunicamycin response; reporter increase, % at 12.5 µM; 360,000 compounds, 0.23% hits; AID 588692;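 active = mean luciferase reporter signal, scaled so untreated is 0 and the glycosylation-blocking control 100, at or above a set limit in every replicate; inconclusive = mean reaches the limit but not every replicate does; inactive = mean below the limit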;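 note: luciferase carries N-glycosylation sites so blocking glycosylation raises the light; 0% = median of neutral control wells and 100% = median of 100 nM tunicamycin wells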
# iPSC survival up: hiPSC single-cell survival enhancement | ATPlite luminescence; 100% = ROCK inhibitor wells, 0% = DMSO | survival enhancement, % at 20 µM | 360,000 compounds, 0.044% hits | AID 602274; in the data active = survival enhancement above about 18%;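 note: cells exposed to compounds for 16 hours before the ATP read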
# Cardio protect: myocardial damage modulation in H9c2 cells | H9c2 cardiomyocytes, H2O2 injury protection, ATPLite, 2 h | protection from H2O2 cell death, % at 20 µM | 360,000 compounds, 0.63% hits | AID 588492;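 active = compounds giving at least 50% protection of heart cells from peroxide-induced death in the single-dose screen, raw or plate-pattern-corrected value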;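 note: 0% = DMSO wells with peroxide and 100% = DMSO wells without peroxide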
# * hit, by the source's call; u = inconclusive; x = no result given.
entry	mol	aDG glyco up	CaV13 ICDI inh	PDI turbidity	m5-HT2A agonist	Granule exo inh	ABCB6 inh 2	Vif inh	N-glyco inh	iPSC survival up	Cardio protect
1	C=C(C)C(=O)N1CC2(CC(c3cccc(NC(=O)/C=C\C)c3)=NO2)C[C@H]1C(N)=O (stereo not given in full)	-0.2	-5	4	2	-6	99	5	1	0.0	2
2	COCCNC(=S)Nc1ccc2nsnc2c1	1.3	-3	3	7	3	97	5	0	-1.6	2
3	COc1ccccc1NC(C)C(=O)Nc1ccc(C(C)=O)cc1 (stereo not given)	0.5	-4	1	0	5	93	6	3	0.0	-5
4	O=c1[nH]c(-c2ccc(Cl)cc2)cs1	0.1	-6	7	0	1	103	2	4	-0.3	-4
5	Cc1ccc(C(=O)OCC(=O)Nc2sc3c(c2C#N)CCC3)cc1	0.0	-5	-2	-2	-5	96	u	1	-1.9	0
6	Cc1ccc(CNS(=O)(=O)c2c(C)[nH]c(C)c2C(=O)N2CCCCC2)o1	0.1	-5	11	6	0	98	0	3	-0.5	-4
7	O=C(NCCOc1ccc(F)cc1)C1CCN(S(=O)(=O)c2ccccc2)CC1	0.2	-8	0	-3	26	100	-1	0	-0.2	4
8	CN(CC(=O)Nc1cccc(F)c1)C(=O)c1ccccc1OCC(=O)Nc1cccc(C(F)(F)F)c1	0.5	-5	7	-7	0	101	2	-6	-0.4	-8
9	CC(C)OC(=O)CSc1nnc(-c2cnccn2)n1-c1ccccc1	-0.1	x	7	1	-2	101	24	3	-2.4	11
10	C=C(C)C(=O)NNc1ccccc1	-0.4	-4	-3	1	-1	94	0	1	-2.5	2
11	O=S(=O)(NC1CC1)c1ccc(S(=O)(=O)N2CCCC3(CCCCC3)C2)cc1	-0.4	x	-8	-1	0	98	1	10	-0.2	-6
12	CCC(=O)Nc1nonc1-c1nc2ccccc2n1CCC(C)C	-0.1	-6	5	1	63*	90	21	1	1.0	-1
13	COc1ccc(NS(=O)(=O)c2ccc(C(=O)NCC3(N4CCOCC4)CCCCC3)cc2)cc1	-0.3	-12	7	-5	10	96	24	-7	0.1	1
14	COc1cccc2c1C(=O)O/C2=C/c1ccc2c(c1)OCO2	-0.3	-8	2	5	-1	120	u	-16	-5.3	-36
15	CC(C)(C)c1cc(CN2CCN(CCO)CC2)cc(C(C)(C)C)c1O	0.4	-5	-3	4	6	97	16	-2	-1.5	-6
16	N#Cc1nc(-c2cccc3ccccc23)oc1NCC1CCCO1 (stereo not given)	-0.1	-12	-4	-8	-18	95	-4	3	1.6	-5
17	Cc1cc2oc(=O)cc(-c3ccccc3)c2c(C)c1-c1ccc(C#N)cc1	0.2	-6	-1	1	1	113	-7	-7	2.1	16
18	COc1cc([N+](=O)[O-])c(C(=O)N2CCOCC2)c([N+](=O)[O-])c1	0.5	-5	-1	2	1	98	x	2	-2.6	10
19	CCCCN(C(=O)CNC(=O)c1ccco1)C(C(=O)NC1CCCC1)c1ccc(OC)cc1 (stereo not given)	0.0	-5	6	2	1	84	-5	-1	-2.6	-1
20	C[C@H](CO)N1C[C@H](C)[C@@H](CN(C)Cc2ccncc2)Oc2c(NS(=O)(=O)c3cccs3)cccc2C1=O	0.2	-6	0	0	4	97	-1	0	-2.3	2
21	O=C1C(=O)N(CCCn2ccnc2)C(c2ccc(Cl)cc2)/C1=C(\O)c1ccc2c(c1)OCCO2 (stereo not given)	-0.1	-7	14	0	7	100	-20	-1	-0.1	6
22	Cc1cc(N2CCN(C(=O)c3[nH]c(C(F)(F)F)nc3-c3ccccc3)CC2)c2ccccc2n1	-0.3	-3	x	-4	2	98	1	5	-3.6	4
23	CN(C)c1ccc(CNc2ccccn2)cc1	-0.1	-2	11	-4	-10	97	-3	-3	-0.2	0
24	Cc1ccc(S(=O)(=O)N2CCN(Cc3ccccc3)CC2)cc1	0.3	-18	-1	-2	1	8.0*	10	-5	-0.9	0
25	CCC(C)(C)NC(=O)C(c1ccncc1)N(Cc1cccs1)C(=O)Cn1nnc2ccccc21 (stereo not given)	0.2	x	-2	1	0	96	x	1	9.7	5
26	CN1CCc2c(sc(NC(=O)C3CCCN3S(=O)(=O)c3ccc(Cl)s3)c2C(N)=O)C1 (stereo not given)	0.1	0	4	-1	0	95	2	-2	-0.5	-1
27	Cc1c(C(=O)NC2CCCCC2C)oc2ccccc12 (stereo not given)	2.2	-4	-8	-3	-3	102	-14	-4	0.0	8
28	COc1cccc(OC)c1C(=O)N1CCN(Cc2cccnc2)CC1	0.0	5	3	13	-7	94	4	1	1.8	0
29	CCOc1cc2[nH]c(=S)n(CCCCC(=O)NCc3ccco3)c(=O)c2cc1OCC	-0.1	-7	-8	8	7	92	5	1	-1.5	1
30	O=C(CCN1CCOCC1)Nc1cccc(Br)c1	0.1	-5	-6	6	-2	98	-1	0	-0.4	0
31	CC(C)C1(C2CCCC2)NC(=O)NC1=O (stereo not given)	0.0	-16	-2	2	31	108	22	1	1.6	2
32	COc1ccc(NC(=O)c2c(C(F)(F)F)nn(C)c2Cl)cc1	-0.2	-5	-1	5	6	105	5	3	0.5	5
33	Cc1cc(CCC(=O)O)c(C)cc1CCC(=O)O	0.0	-7	1	1	-4	105	5	1	5.0	-2
34	Cc1ccc(NC(=O)Cc2c(O)c3ccccc3[nH]c2=O)c(C)c1	-0.2	-4	20	1	-2	95	-3	3	-0.7	-2
35	Cc1nn(-c2ccccc2)c(Cl)c1/C=N/Nc1ccc(Cl)c(C(=O)O)c1	0.2	-5	-2	7	2	91	3	-6	-1.8	-25
36	COc1ccc2c(c1)OC[C@H]1[C@H]2N2C(=O)CN(Cc3ccc(Cl)cc3)C(=O)[C@@]2(C)[C@H]1c1ccccc1	-0.2	-11	-1	5	2	98	1	-3	0.6	17
37	CC(C)(C)OC(=O)NN1CC(=O)N2Cc3ccccc3C[C@@H]2C1=O	0.0	-19	-1	12	2	100	-3	-1	0.6	-2
38	CCC(C)NC(=O)C1CCN(c2nc(C)cc(C)n2)CC1 (stereo not given)	0.0	-3	-7	1	2	96	13	0	-2.3	2
39	COc1ccccc1-c1cc2nc(C)cc(C)n2n1	0.1	-2	-1	2	-6	95	1	3	-0.7	0
40	CC(C)(C)OC(=O)N(Cc1ccccc1)Cc1ccccc1OCc1cccc(NC(=O)C2CCC2)c1	0.2	-3	-1	-6	-2	97	-5	-6	-1.6	-3

# 3 entries already listed, arranged by formula weight, lowest first.
entry	mol	aDG glyco up	CaV13 ICDI inh	PDI turbidity	m5-HT2A agonist	Granule exo inh	ABCB6 inh 2	Vif inh	N-glyco inh	iPSC survival up	Cardio protect
33	Cc1cc(CCC(=O)O)c(C)cc1CCC(=O)O	0.0	-7	1	1	-4	105	5	1	5.0	-2
37	CC(C)(C)OC(=O)NN1CC(=O)N2Cc3ccccc3C[C@@H]2C1=O	0.0	-19	-1	12	2	100	-3	-1	0.6	-2
32	COc1ccc(NC(=O)c2c(C(F)(F)F)nn(C)c2Cl)cc1	-0.2	-5	-1	5	6	105	5	3	0.5	5

# Further results:
entry	mol	aDG glyco up	CaV13 ICDI inh	PDI turbidity	m5-HT2A agonist	Granule exo inh	ABCB6 inh 2	Vif inh	N-glyco inh	iPSC survival up	Cardio protect
41	CCOc1cccc2c1OC1(C)CC2NC(=O)N1c1cccc(F)c1 (stereo not given)	-0.2	x	-11	-5	1	98	12	0	-1.9	-2
42	Cc1nnc(SC(C)C(=O)Nc2sc3c(c2C#N)CCCC3)[nH]c1=O (stereo not given)	0.0	-3	3	-2	2	94	53*	1	0.0	-7
43	C=C(C)Cn1c(N2CC(C)CC(C)C2)nc2c1c(=O)[nH]c(=O)n2C (stereo not given)	0.4	-6	4	0	1	98	2	3	-0.9	25
44	N/C(=N\OC(=O)C1CCCCC1)c1ccncc1	-0.2	-7	5	-1	1	106	6	-1	-1.4	-1
45	O=C(COc1ccc([N+](=O)[O-])cc1)N1CCc2ccccc2C1	-0.1	-57	8	-6	4	99	26	2	-0.5	-3
46	CN(CC(=O)Nc1ccccc1Cl)C(=O)c1cc2c(s1)CCCCC2	0.2	-7	3	-4	-1	81	-13	5	-0.5	-8
47	COc1nc(N(C)C)nc(N(OC)S(=O)(=O)c2ccccc2Cl)n1	0.0	-13	20	1	2	94	-4	-1	-0.5	-2
48	NC(=O)C(=O)NN=C1CCC(c2ccccc2)CC1 (stereo not given)	-0.3	-8	4	-5	-1	98	-4	-1	2.8	6
49	CCN(CC)CCCn1c(C)cc2c(c1=O)C(c1cccc(Cl)c1)C(C#N)=C(N)O2 (stereo not given)	-0.1	x	-2	6	-3	108	34	0	2.6	8
50	CC(=O)Nc1ccc(SCC(=O)c2c(N)n(Cc3ccccc3)c(=O)n(C)c2=O)cc1	-0.2	-7	1	2	-1	93	7	-2	0.4	13
51	Cc1nccn1-c1ccc(C(F)(F)F)cc1[N+](=O)[O-]	0.1	-2	1	-2	1	93	-24	-1	1.3	-5
52	Cc1cccc(C)c1NC(=O)c1cccc2c1-c1ccccc1C2=O	0.7	-5	-14	4	5	100	1	-1	-2.6	0
53	Cc1ccc(N/C(N)=N/c2nc(C)cc(C)n2)cc1	0.9	-3	0	-5	-1	98	0	7	-1.1	-7
54	O=C(c1ccco1)N1CCN(c2ccc(F)cc2)CC1	0.0	-4	-4	-1	-1	95	4	2	-1.9	8
55	O=C(CNC(=O)OCc1ccccc1)Oc1cc2oc(=O)cc(-c3ccccc3)c2cc1Cl	0.1	x	0	4	7	103	-12	-3	-1.4	3
56	COc1ccccc1NC(=O)C(C)N(C)CC(=O)Nc1cccc2ccccc12 (stereo not given)	-0.1	-6	7	4	5	134	14	2	-1.2	3
57	COc1ccc(NC(=S)NCCc2c[nH]c3ccc(OC)cc23)c(OC)c1	-0.2	x	3	0	-2	96	-8	-1	-1.1	-2
58	CCCCn1c(N)c(N(CC)C(=O)c2ccc(N3CCCC3=O)cc2)c(=O)[nH]c1=O	0.0	-6	0	-1	-2	101	5	0	-0.4	3
59	CC(CC(=O)N1CCN(c2ccc(C(F)(F)F)cn2)CC1)n1ccnc1 (stereo not given)	-0.1	2	12	2	-2	115	-4	0	4.0	4

# 3 compounds from above, sorted by their value in Vif inh, high to low:
no.	structure	aDG glyco up	CaV13 ICDI inh	PDI turbidity	m5-HT2A agonist	Granule exo inh	ABCB6 inh 2	Vif inh	N-glyco inh
54	O=C(c1ccco1)N1CCN(c2ccc(F)cc2)CC1	0.0	-4	-4	-1	-1	95	4	2
52	Cc1cccc(C)c1NC(=O)c1cccc2c1-c1ccccc1C2=O	0.7	-5	-14	4	5	100	1	-1
55	O=C(CNC(=O)OCc1ccccc1)Oc1cc2oc(=O)cc(-c3ccccc3)c2cc1Cl	0.1	x	0	4	7	103	-12	-3
